# Source: PubChem BioAssay (National Center for Advancing Translational Sciences (NCATS))
# TSHR antagonist: human thyrotropin receptor antagonism; TSHR-expressing cells, TSH-stimulated cAMP HTRF, 2 h; active compounds read low; activity change, negative = inhibition, % at 11.5 µM; 330,000 tested, 0.2% active; AID 504810;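 active = activity change below a set negative limit, meaning inhibition stronger than a set level, cut at about -70% in these data; inconclusive = activity change between two set negative limits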; also: % is scaled to controls: 0 for no effect and ±100 for the full control effect
#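 Antagonism was scored as loss of TSH-driven cAMP in TSHR cells, stimulated with 4nM TSH (EC80) for 2 hours at 37 deg C and detected by homogeneous HTRF competition immunoassay.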
# BCR signal inh: inhibitors of chronic active B-cell receptor signaling; Potency, µM (top dose mostly 46.1 µM), for the others: at the top dose ratio change, negative = lower green/red ratio, hits mostly inhibitors; ABC-DLBCL IkBa-CBG/CBR reporter, luminescence ratio, 4 h; 340,000 tested, 0.05% active; AID 493014; active = well fitted inhibition curve with a large enough effect in the signal ratio, with a control signal flat, not every such curve was filed as active; inconclusive = small, poorly fitted or top-dose-only effect, or effect the other way, or a change in a side signal; the % refers to the signal ratio;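 also: potency is read from the fitted curve at half-maximal effect; plate controls were basal doxycycline-induced cells for no effect and cells given 10 µM MG132 for full effect; MG132 reads +100%, hits lower the ratio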
#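 TMD8 ABC-DLBCL cells carrying doxycycline-inducible green luciferase fused to IkappaBalpha plus unfused red luciferase were exposed to compounds (up to 46 uM) for 4 hrs at 37C. Activity came from the overlap-corrected green/red luminescence ratio.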
# Mito fusion act: inhibitors of mitochondrial division or activators of mitochondrial fusion | Potency, µM (top dose mostly 46.1 µM), inactives show at the highest dose growth rescue (activation), hits mostly activators | 320,000 tested, 0.23% active | S. cerevisiae fusion-defective mutant growth rescue, CellTiterGlo 48 h;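 also: potency is read from the fitted curve at half-maximal effect; % of control where 0% means no effect; nearly all actives have a fitted effect of over 45% in size; temperature-sensitive fusion mutants such as fzo1-1 at 37 °C on non-fermentable ethanol glycerol medium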
#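 S. cerevisiae fusion-defective temperature-sensitive mutants (e.g. fzo1-1, mgm1-5) grown 48 h at 37C in YPEG (ethanol/glycerol non-fermentable) medium with 23 nl compound per well; growth rescue read as CellTiterGlo luminescence.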
# Eya2 phos inh: Eya2 (human) phosphatase inhibition; O00167; AID 488837; Potency, µM (top dose mostly 76.9 µM), without a hit: top-dose activity, negative = inhibition, most hits filed as inhibitors; 330,000 tested, 0.006% active; recombinant Eya2, OMFP fluorescence dephosphorylation (OMFP is methylfluorescein phosphate); also: potency is read from the fitted curve at half-maximal effect; % is scaled to controls: 0 for no effect and ±100 for the full control effect
#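 Eya2 protein (added as 0.2 uM solution) was preincubated with compound for 10 min at ambient temperature in 50 mM HEPES pH 7.5, 50 mM NaCl, 5 uM MgCl2, 0.05% BSA, 1 mM DTT. OMFP (added at 50 uM) then reacted 10 min; fluorescence read at 485/525 nm.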
# TCR act: activators of T cell receptors. AID 504894. Potency, µM (top dose mostly 9.22 µM), for the others: at the top dose activation of IL-2 secretion, usual class: activators. 330,000 tested, under 10 active. primary human leukocytes, anti-CD3, IL-2 HTRF, 48 h; also: % of control where 0% means no effect
#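 Primary human leukocytes receive a-CD3 beads and test compound and are incubated 48 hr. Secreted IL-2 is then assayed by HTRF, measuring 665nm acceptor emission after 320nm excitation of the europium donor.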
# Tb PFK inh: T. brucei PFK enzyme inhibition; 330,000 tested, 0.17% active; T. brucei PFK, ADP-Glo luminescence; Potency, µM (titrated, usually from 57.5 µM), for inactives: at the top dose activity, negative = inhibition, usual class: inhibitors; O15648;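 also: potency is read from the fitted curve at half-maximal effect; 0% = uninhibited 1x PFK enzyme wells and -100% = no-enzyme wells; nearly all actives have a fitted effect of over 60% in size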
# Target sequence (O15648 whole entry, looked up): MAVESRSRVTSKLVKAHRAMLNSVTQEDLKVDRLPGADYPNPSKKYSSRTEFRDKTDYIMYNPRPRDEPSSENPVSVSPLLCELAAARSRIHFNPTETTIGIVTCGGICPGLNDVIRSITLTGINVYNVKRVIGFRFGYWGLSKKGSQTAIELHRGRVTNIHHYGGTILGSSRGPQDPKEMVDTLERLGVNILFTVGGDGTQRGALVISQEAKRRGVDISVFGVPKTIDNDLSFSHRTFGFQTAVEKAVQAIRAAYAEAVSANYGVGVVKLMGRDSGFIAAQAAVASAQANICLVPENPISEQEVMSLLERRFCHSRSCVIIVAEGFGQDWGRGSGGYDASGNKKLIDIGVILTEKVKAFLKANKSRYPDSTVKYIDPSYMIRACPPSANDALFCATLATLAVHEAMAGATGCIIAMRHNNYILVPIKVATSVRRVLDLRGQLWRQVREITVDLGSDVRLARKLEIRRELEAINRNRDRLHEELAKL
#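 ADP-Glo luminescence quantified ADP after 45 min at room temperature, with 1.25 nM T. brucei PFK, 0.1 mM ATP and 0.5 mM fructose-6-phosphate in pH 8.0 TEA buffer. qHTS titrations up to 57 µM; curves classified by quality.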
# ELG1 DNA repair: blocks ELG1-dependent DNA repair in HEK293T cells; HEK293T ELG1-luciferase reporter, luminescence, 16 h; DNA damage induced by 5-fluorouridine; Potency, µM (titrated, usually from 46.1 µM), for inactives: at the top dose activity change, negative = inhibition, hits mostly inhibitors; 330,000 tested, 2.3% active; AID 504467; also: potency is read from the fitted curve at half-maximal effect; % is scaled to controls: 0 for no effect and ±100 for the full control effect; nearly all actives have a fitted effect of over 55% in size
#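 Cells (2,000 per well) received 5-fluorouridine plus test compound or DMSO and were incubated 16 hr at 37 °C, 5% CO2. Luciferase activity was read by luminescence 30 min after ONE-Glo addition; signal suppression marked inhibition of damage-induced ELG1 function.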
# B2AR arrestin: beta2AR (human) beta-arrestin recruitment activity | P07550 | beta-arrestin recruitment to beta2AR, cell-based reporter | Potency, µM (titrated, usually from 46.1 µM), for the others: top-dose activation, most hits filed as activators | 330,000 tested, 0.02% active;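 also: potency is read from the fitted curve at half-maximal effect; 0% = DMSO controls and full agonism = EC100 isoproterenol or metaproterenol; nearly all actives have a fitted effect of over 65% in size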
# USP2a inh: USP2a (human) protease inhibition; 330,000 tested, 0.01% active; Potency, µM (top dose mostly 38.3 µM), inactives show at the top dose activity change, negative = inhibition, most hits filed as inhibitors; USP2 core, Ub-CHOP2 coupled fluorogenic reporter, 485/531; O75604;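 also: potency is read from the fitted curve at half-maximal effect; plate controls were DMSO wells for no effect and full inhibition by NEM control for full effect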
# Target sequence (O75604 whole entry, looked up): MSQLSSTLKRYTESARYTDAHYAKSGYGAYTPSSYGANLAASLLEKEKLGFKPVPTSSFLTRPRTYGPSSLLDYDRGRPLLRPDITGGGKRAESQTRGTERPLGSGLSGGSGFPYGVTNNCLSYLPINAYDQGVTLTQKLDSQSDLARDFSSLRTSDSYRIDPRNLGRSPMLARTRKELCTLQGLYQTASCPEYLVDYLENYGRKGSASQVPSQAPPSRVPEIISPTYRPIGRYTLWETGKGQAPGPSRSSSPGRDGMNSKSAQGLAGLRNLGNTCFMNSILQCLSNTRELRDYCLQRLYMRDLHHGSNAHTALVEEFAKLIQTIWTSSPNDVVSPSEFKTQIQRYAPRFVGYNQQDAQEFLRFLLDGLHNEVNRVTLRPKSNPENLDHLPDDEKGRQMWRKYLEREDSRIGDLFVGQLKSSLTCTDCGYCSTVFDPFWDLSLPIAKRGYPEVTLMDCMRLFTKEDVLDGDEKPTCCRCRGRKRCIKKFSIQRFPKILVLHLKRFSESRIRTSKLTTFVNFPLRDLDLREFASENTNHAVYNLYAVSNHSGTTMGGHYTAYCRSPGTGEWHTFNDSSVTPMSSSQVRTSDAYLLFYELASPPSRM
#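 Deubiquitinase activity read as fluorescence (485/531 nm) after Ub-CHOP2 cleavage activates the enterokinase reporter on its substrate; USP2 core 10nM, Ub-CHOP2 and substrate 25nM each, 30min compound preincubation then 60min RT; data normalized to NEM, curves fitted.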
# PTAP TSG101 blk: blocks PTAP/TSG101 interaction to inhibit HIV-1 budding. Fluorescence polarization, FITC-PTAP peptide / Tsg101 binding. Potency, µM (doses to about 115 µM), for the others: top-dose activity change, negative = inhibition, actives largely listed as inhibitors. 340,000 tested, under 10 active. AID 493005; active = well fitted inhibition curve with a large enough effect in the main read-out, with a control signal flat, not every such curve was filed as active; inconclusive = small, poorly fitted or top-dose-only effect, or effect the other way, or a change in a side signal; inactive = no such curve, though single readings can be large or run the other way; also: potency is read from the fitted curve at half-maximal effect; % of control where 0% means no effect
#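 Tsg101 binding domain (10 uM final) was mixed with compound and a FITC-labeled PTAP peptide (50 nM final) in HEPES pH 7.5 buffer with NaCl, Tween 20, EDTA and TCEP; fluorescence polarization was read after 20 min at r.t.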
# uPA generation: blocks generation of uPA at the cell surface. cell surface uPA generation assay, qHTS. AID 540303. 330,000 tested, 0.31% active. Potency, µM (titrated, usually from 38.3 µM), inactives show at the top dose activity change, negative = inhibition, usual class: inhibitors; active = well fitted inhibition curve with a large enough effect; inconclusive = small, poorly fitted or top-dose-only effect; inactive = no such curve, though single readings can be large or run the other way; tested in mouse RAW 264.7 cells; also: potency is read from the fitted curve at half-maximal effect; % is scaled to controls: 0 for no effect and ±100 for the full control effect; nearly all actives have a fitted effect of over 55% in size
# An asterisk follows results filed as active; ? = inconclusive; / = no result given; [ ] = remark or other dose. Unless noted, calls follow the shape of the dose curve; as a rule, active = well fitted curve in the direction sought with a large enough effect; inconclusive = small, poorly fitted or top-dose-only effect, or another doubt; inactive = no such curve, though single readings can be large; an effect the other way counts as inactive or inconclusive.
SMILES,TSHR antagonist,BCR signal inh,Mito fusion act,Eya2 phos inh,TCR act,Tb PFK inh,ELG1 DNA repair,B2AR arrestin,USP2a inh,PTAP TSG101 blk,uPA generation
CCSc1nc2ccccc2n1CC(=O)N1CCOCC1,13,6%,/,3%,-2%[46.1 µM],-7%,-15%,-1.7%,1%,-6%,-15%
CCC(=O)Nc1nonc1-c1nc2ccccc2n1CC(C)C,-2,-1%,11%,-21%,1%,2%,?,-0.3%,1%,-12%,-3%
Cc1csc(SCc2nnc(-c3ccc(Cl)cc3)o2)n1,-6,-22%,4%,-41%,0%,4%,?,0.4%,0%,1%,-2%
CC(C)c1ccccc1NC(=O)COC(=O)c1ccc(Cl)c(S(=O)(=O)N2CCCCCC2)c1,-37,0%,-1%,3%,-1%[46.1 µM],1%,-4%,-2.0%,1%,-9%,2%
O=C(N/N=C/c1c(Cl)cccc1Cl)c1n[nH]c2c1CCCC2,2,?,16%,-8%,-3%[46.1 µM],2%,?,-1.9%,-1%,-3%,-23%
CCN(CC)C(=O)c1c2c(nc3ccccc13)-c1ccccc1CC2,34,?,?,-9%,3%,-14%,?,0.0%,0%,-4%,3%
NNC(=O)CCS(=O)(=O)c1ccc2ccccc2c1,10,0%,-3%,0%,0%[46.1 µM],1%,18%,0.0%,-1%,-2%,4%
Cc1cccc(N2C(=O)C3C4C=CC(C4)C3C2=O)c1 (stereo unspecified),-1,0%,-2%,2%,-18%,2%,-14%,-0.2%,-2%,-1%,-3%
Cc1c(Cl)cccc1NC(=S)N1CCN(Cc2ccc3c(c2)OCO3)CC1,3,0%,-2%,3%,-7%[46.1 µM],-4%,5%,-0.7%,4%,-1%,1%
O=C(Cn1ncc2c(=O)oc3ccccc3c21)NCC1COc2ccccc2O1 (stereo unspecified),-12,?,2%,20%,-4%,3%,-1%,-0.2%,-1%,1%,4%
N#Cc1ccc(OCC(=O)N2CCN(S(=O)(=O)c3ccc(Cl)s3)CC2)cc1,-11,-2%,7%,2%,-9%,-3%,?,0.2%,1%,-2%,-15%
CC(C)CCNC(=O)c1cc2c(s1)-c1ccccc1S(=O)(=O)C2,-24,-2%,14%,2%,-5%,19%,-4%,-0.3%,0%,-7%,-4%
Cc1ccc(Cn2c(O)c(N=O)c3ccccc32)cc1,-2,?,?,-6%,0%,-6%,8%,-0.2%,2%,-4%,1%
COc1ccc(OC)c(NC(=O)Nc2cnccn2)c1,-14,1%,-2%,-7%,0%,4%,-4%,0.3%,1%,-3%,-7%
COc1ccccc1CC(=O)Nc1ncc(C)s1,5,7%,-10%,2%,/,1%,-8%,-0.1%,-1%,-2%,-11%
CCc1ccc(CN2CCCC(CNC(=O)c3cc(OC)cc(OC)c3)C2)cc1 (stereo unspecified),3,-1%,-1%,-1%,1%,4%,-14%,-0.8%,-3%,-5%,2%
COc1ccccc1CNC(=O)COC(=O)c1ccc(C)c(S(=O)(=O)N2CCOCC2)c1,-1,0%,-2%,-4%,7%,0%,-4%,0.2%,-1%,-3%,0%
CCOC(=O)c1c(-c2ccc(C)cc2)csc1NC(=O)c1cc2ccccc2oc1=O,-20,?,-27%,-15%,-2%,-1%,?,-0.3%,-1%,-6%,0%
O=C(O)CSc1ccc2nnc(-c3cccnc3)n2n1,7,5%,5%,4%,-3%,-13%,-14%,-0.1%,1%,-6%,20%
Cc1nc2ccc(NC(=O)c3ccco3)cc2nc1C,-4,?,-2%,-14%,5%,3%,?,0.1%,1%,-4%,12%
N#CC1=C(N)Oc2n[nH]c(-c3ccc(F)cc3)c2C1c1cccnc1 (stereo unspecified),10,-15%,-2%,31%,-16%,-4%,?,0.3%,1%,0%,-1%
NS(=O)(=O)c1cccc(NC(=O)Nc2ccccc2)c1,23,?,-2%,-18%,1%,0%,-6%,-0.5%,-1%,1%,6%
COc1ccc(Cc2n[nH]c(=S)o2)cc1,38,-3%,0%,-7%,0%,1%,5%,0.0%,-1%,-7%,2%
CCCOc1ccc(CCC(=O)N/N=C/c2ccc([N+](=O)[O-])o2)cc1,0,1%,1%,?,10%,2%,?,-1.2%,3%,0%,?
Cc1cccc(C(=O)NCC(=O)OCC(=O)c2ccc(Cl)s2)c1,7,-2%,2%,2%,1%,-2%,11%,-0.1%,-1%,-4%,0%
Cc1ccc(COC(=O)c2cccc(S(=O)(=O)N3CCCCCC3)c2)cc1,-23,2%,15%,-3%,5%,0%,?,0.3%,-4%,-3%,-1%
CCOC(=O)c1cc2sccc2n1CC(=O)N1CCN(C(=O)c2ccco2)CC1,2,2%,-4%,-8%,0%,-8%,-5%,-0.3%,-1%,-8%,1%
O=C(N/N=C/c1ccncc1)c1ccccc1,-8,?,0%,5%,-2%,-5%,41%,3.5%,2%,-7%,-1%
CN(Cc1c(F)cccc1Cl)C(=O)c1ccc(COc2ccccc2)cc1,-7,2%,2%,-5%,1%,0%,-3%,0.0%,-2%,0%,9%
COc1ccc(OC)c(S(=O)(=O)N2CCCC(C(=O)NCCN3CCOCC3)C2)c1 (stereo unspecified),-4,-2%,2%,4%,0%,2%,3%,0.4%,-1%,0%,1%
COc1ccnc(Oc2ccccc2)c1C(=O)N/C=N/OCc1ccccc1F,8,-10%,22%,8%,2%,-1%,?,0.2%,2%,0%,-2%
O=C1C2C3C=CC(C2C(=O)N1c1ccc(O)cc1)C1C2C(=O)N(c4ccc(O)cc4)C(=O)C2C31 (stereo unspecified),-5,1%,-5%,-1%,-2%,1%,-17%,0.0%,7%,-4%,7%
O=C(O)C1CCN(C(=O)CSc2nnc(-c3ccccc3)o2)CC1,/,-7%,/,-13%,3%,2%,10%,-0.1%,3%,-3%,-11%
O=C(CSc1nc2scc(-c3ccccc3)c2c(=O)[nH]1)N1CCOCC1,-6,10%,-5%,4%,-5%,1%,11%,0.0%,0%,/,-36%
NC(=O)c1ccsc1NC(=O)COC(=O)Cc1cccc2ccccc12,?,?,9%,6%,0%,4%,1.6µM*,-0.3%,0%,-3%,-8%
CCc1n[nH]c(=S)n1/N=C/c1ccc(N(CC)CC)cc1,-11,11µM*,7%,1%,-5%,-15%,?,?,2%,1%,5%
COc1cccc(CN2C(=O)c3cccc(N)c3C2=O)c1,14,-15%,25%,3%,2%[46.1 µM],0%,1%,5.9%,5%,-6%,-5%
CCOC(=O)Cc1nnc(NC(=O)C2CCCCC2)s1,-4,?,-4%,-1%,-3%,0%,8%,0.2%,3%,-13%,13%
Cc1ccc(C)c(N2CCN(C(=O)CCS(=O)(=O)c3ccc4c(c3)NC(=O)C(C)S4)CC2)c1 (stereo unspecified),-23,-1%,1%,-5%,0%,-1%,4.6µM*,-0.1%,1%,-8%,6%
Cc1ccc(OCCC(=O)Nc2ccccc2C(=O)N2CCCCC2)cc1,-4,4%,-2%,-38%,-3%,-1%,-1%,-0.3%,6%,-2%,-1%
O=C(OCCOc1ccc(Br)cc1)c1ccc(Cl)c(S(=O)(=O)N2CCOCC2)c1,-30,?,30%,8%,-6%,3%,-12%,-0.3%,5%,-3%,-4%
CCCCOc1ccccc1NC(=O)c1scc2c1OCCO2,-13,?,-3%,-21%,5%,-1%,?,-0.1%,-2%,-1%,0%
CC(=O)N1CCN(c2ccc(NC(=O)c3cccc(Cl)c3)cc2)CC1,38,-1%,3%,-20%,-2%,4%,?,?,-1%,-2%,1%
Cc1csc(NC(=O)Nc2cccc(Cl)c2)n1,-14,?,16%,-1%,-8%[46.1 µM],0%,?,-0.4%,2%,-1%,-1%
Cc1ccc(CN2CC(C(=O)Nc3nnc(SCc4c(Cl)cccc4Cl)s3)CC2=O)cc1 (stereo unspecified),13,9%,-7%,-5%,-12%[46.1 µM],0%,-4%,-0.4%,3%,-10%,7%
Cc1cccc(C)c1OC(=O)CN(c1ccc(Cl)cc1)S(C)(=O)=O,-10,12%,-5%,-10%,3%,-9%,-7%,0.0%,2%,-5%,-2%
CCOC(=O)N1CCN(C(=O)Nc2ccc(NC(=O)N3CCN(C(=O)OCC)CC3)cc2)CC1,11,3%,-5%,7%,1%,1%,10%,0.0%,2%,3%,9%
